# High-throughput results from PubChem BioAssay.
# KCNH2 3.1 inh = KCNH2 3.1 (human) potassium channel inhibition; U2OS KCNH2 3.1, thallium flux FluxOr; active compounds read low; activity change, % (tested at about 1.8 µM); actives 0.95% (n = 340,000); AID 720553;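 active = maximum activity change below -70%; inconclusive = maximum activity change from -70% to -50%; inactive = maximum activity change above -50%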;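 note: thallium influx rate constant from kinetic fluorescence after stimulation buffer; % is set by controls: 0 for no effect and ±100 for the full control effect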
#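 Normalized rate constant (relative to positive and negative DMSO controls) derived from a 2 min kinetic fluorescence read after stimulation; U2OS cells expressing the 3.1 isoform via virus at 1.77 x 10^8 /mL.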
# FLuc modulator = inhibits or activates purified firefly luciferase, miR-21 counter-screen. purified FLuc, Km substrates, luminescence inhibition. Potency, µM (titrated, usually from 57.5 µM), inactives show at the highest dose activity change, negative = inhibition, usual class: inhibitors. actives 6.9% (n = 360,000). AID 588342;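 note: potency is the fitted concentration of half-maximal effect; plate controls were vehicle for no effect and reference inhibitor for full effect; nearly all actives have a fitted effect of over 55% in size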
# Target sequence (P08659 whole entry, looked up): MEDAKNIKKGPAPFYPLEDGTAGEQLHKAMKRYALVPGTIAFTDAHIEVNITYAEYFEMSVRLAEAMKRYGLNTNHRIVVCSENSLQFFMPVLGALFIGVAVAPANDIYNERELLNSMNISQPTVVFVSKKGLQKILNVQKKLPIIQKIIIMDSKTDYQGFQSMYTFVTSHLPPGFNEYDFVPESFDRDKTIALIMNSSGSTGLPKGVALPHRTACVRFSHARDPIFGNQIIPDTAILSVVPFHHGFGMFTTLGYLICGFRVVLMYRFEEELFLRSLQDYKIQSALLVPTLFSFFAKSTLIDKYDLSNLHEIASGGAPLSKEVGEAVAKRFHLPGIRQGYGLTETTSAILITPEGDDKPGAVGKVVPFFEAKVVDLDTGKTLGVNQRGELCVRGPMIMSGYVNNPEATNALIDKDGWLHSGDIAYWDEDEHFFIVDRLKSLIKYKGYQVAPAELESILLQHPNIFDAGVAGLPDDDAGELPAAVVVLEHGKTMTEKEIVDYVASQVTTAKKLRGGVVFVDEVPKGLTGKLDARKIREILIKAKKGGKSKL
#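 Purified P. pyralis luciferase (10nM final) with 10uM D-luciferin and 10uM ATP (Km levels) in 50mM Tris acetate pH 7.5, 10mM Mg acetate, 0.01% Tween-20, 0.05% BSA; qHTS 6-point titration, ~60 µM downward; luminescence read.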
# RORgamma inh = inhibitors of mouse ROR gamma transcriptional activity; P51450; Drosophila S2 Gal4-RORgamma UAS-luciferase reporter, 20 h; Potency, µM (series often up to 53.6 µM), inactives show at the highest dose activity change, negative = inhibition, usual class: inhibitors; actives 5.4% (n = 310,000); note: potency is the fitted concentration of half-maximal effect; % is set by controls: 0 for no effect and ±100 for the full control effect; nearly all actives have a fitted effect of over 60% in size
#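 Luminescence from a UAS-regulated Photinus luciferase reporter in stably transfected Drosophila Schneider cells is measured; decreased signal marks ROR gamma inhibition. Fusion expression is induced by 700 uM copper sulfate for 20 hr.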
# Menin MLL FP TR = displaces Texas Red mutant MLL peptide from human menin | O00255 | Menin + Texas Red MLL mutant peptide, fluorescence polarization | Potency, µM (titrated, usually from 61.6 µM), for inactives: top-dose FP activity change, negative = inhibition, most hits filed as inhibitors | actives 0.23% (n = 270,000); active = well fitted inhibition curve with a large enough effect in the polarisation, with a control signal flat, not every such curve was filed as active; inconclusive = small, poorly fitted or top-dose-only effect, or effect the other way, or a change in a side signal; inactive = no such curve, though single readings can be large or run the other way; the % refers to the polarisation; note: potency is the fitted concentration of half-maximal effect; % of control where 0% means no effect; many of its hits are not listed in these tables
# PKM2 activator = activators of human pyruvate kinase M2; Potency, µM (top dose mostly 57.5 µM), for the others: at the highest dose activation, actives largely listed as activators; AID 1631; purified PKM2, Kinase-Glo ATP luminescence, activation; response scale: 0% is enzyme alone, no compound; actives 0.34% (n = 260,000); note: potency is the fitted concentration of half-maximal effect; % is set by controls: 0 for no effect and ±100 for the full control effect; nearly all actives have a fitted effect of over 55% in size
#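 Purified hPK-M2 (>95%) run at intermediate activity with 0.1 mM ADP and 0.5 mM PEP in 50 mM imidazole pH 7.2, KCl, MgCl2; 1 h room temperature. ATP formed read by Kinase-Glo luminescence; normalized to uninhibited and no-enzyme controls.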
# ELG1 DNA repair = inhibitors of ELG1-dependent DNA repair in HEK293T cells; Potency, µM (doses to about 46.1 µM), without a hit: at the highest dose activity change, negative = inhibition, most hits filed as inhibitors; HEK293T ELG1-luciferase reporter, luminescence, 16 h; DNA damage induced by 5-fluorouridine; AID 504467; actives 2.3% (n = 330,000); note: potency is the fitted concentration of half-maximal effect; % is set by controls: 0 for no effect and ±100 for the full control effect; nearly all actives have a fitted effect of over 55% in size
#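 Step one: seed 2,000 cells per well. Step two: pin-transfer compound or DMSO alongside 5-fluorouridine. Step three: incubate 16 hr, 37 °C, 5% CO2. Step four: add ONE-Glo, wait 30 min, read luminescence.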
# Mito fusion yeast = blocks mitochondrial division or promotes mitochondrial fusion; actives 0.23% (n = 320,000); S. cerevisiae fusion-defective mutant growth rescue, CellTiterGlo 48 h; AID 485298; Potency, µM (highest dose often 46.1 µM), without a hit: at the top dose growth rescue (activation), actives largely listed as activators;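 note: potency is the fitted concentration of half-maximal effect; % of control where 0% means no effect; nearly all actives have a fitted effect of over 45% in size; temperature-sensitive fusion mutants such as fzo1-1 at 37 °C on non-fermentable ethanol glycerol medium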
#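 Yeast fusion mutant, YPEG (non-fermentable carbon), compound, 48 h at 37C non-permissive; CellTiterGlo added, 10 min RT, luminescence read. Rescued growth = division inhibition.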
# MBNL1-CUG inh = MBNL1-poly(CUG) RNA binding inhibition. Q9NR56. TR-FRET MBNL1-His/biotin-(CUG)12 binding, 665/545 ratio. Potency, µM (doses to about 57.5 µM), without a hit: at the top dose activity change, negative = inhibition, hits mostly inhibitors. actives 0.036% (n = 280,000). AID 2675; active = well fitted inhibition curve with a large enough effect in the signal ratio, with a control signal flat, not every such curve was filed as active; inconclusive = small, poorly fitted or top-dose-only effect, or effect the other way, or a change in a side signal; inactive = no such curve, though single readings can be large or run the other way; the % refers to the signal ratio; note: potency is the fitted concentration of half-maximal effect; % is set by controls: 0 for no effect and ±100 for the full control effect
# Target sequence (Q9NR56 whole entry, looked up): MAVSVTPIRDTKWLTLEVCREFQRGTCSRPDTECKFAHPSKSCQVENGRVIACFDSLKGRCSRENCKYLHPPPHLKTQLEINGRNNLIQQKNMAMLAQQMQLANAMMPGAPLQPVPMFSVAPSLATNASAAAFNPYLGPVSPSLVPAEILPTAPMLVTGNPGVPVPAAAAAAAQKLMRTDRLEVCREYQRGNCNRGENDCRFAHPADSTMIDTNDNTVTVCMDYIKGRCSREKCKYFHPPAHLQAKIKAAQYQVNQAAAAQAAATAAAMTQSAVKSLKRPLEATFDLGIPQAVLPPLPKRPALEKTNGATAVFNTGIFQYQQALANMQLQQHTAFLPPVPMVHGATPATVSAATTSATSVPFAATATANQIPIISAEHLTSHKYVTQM
#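 MBNL1-His + Biotin-(CUG)12, cpd titration 92 nM–58 uM; Tb anti-His Ab 0.055 ng/ul, SA-XL665 5 nM (final); 60 min RT; ratiometric 665/545 nm, Ex 340 nm; normalized to buffer and full-complex controls.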
# VP16 counter = Gal4-VP16 reporter inhibition counter-screen. AID 2546. Drosophila S2 Gal4-VP16 UAS-luciferase, luminescence, 20 h. Potency, µM (series often up to 53.6 µM), inactives show at the highest dose activity, negative = inhibition, usual class: inhibitors. actives 3.5% (n = 310,000);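 note: Gal4-VP16 expression switched on by copper sulfate through the metallothionein promoter; potency is the fitted concentration of half-maximal effect; % is set by controls: 0 for no effect and ±100 for the full control effect; nearly all actives have a fitted effect of over 50% in size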
# NPC1 promoter act = NPC1 promoter activation; AID 485313; Potency, µM (highest dose often 9.22 µM), without a hit: at the top dose activation, actives largely listed as activators; Huh7 NPC1 promoter luciferase reporter, 24 h; actives 2.4% (n = 320,000);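 note: potency is the fitted concentration of half-maximal effect; % of control where 0% means no effect; nearly all actives have a fitted effect of over 60% in size; reporter is driven by a mutant NPC1 promoter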
#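 Luminescence read-out of NPC1 promoter-driven luciferase in stably transfected Huh7 cells; compounds delivered in DMSO and left 24 h at 37C, 5% CO2, qHTS titration format.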
# Rab9 promoter act = activates the Rab9 promoter | Huh7 Rab9 promoter-luciferase reporter, luminescence, 24 h | Potency, µM (doses to about 9.22 µM), inactives show at the top dose activation, negative = inhibition, usual class: activators | actives 2.8% (n = 320,000) | AID 485297; note: potency is the fitted concentration of half-maximal effect; % of control where 0% means no effect; nearly all actives have a fitted effect of over 60% in size
#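 Luminescence read-out: Huh7 cells stably expressing Rab9-luciferase, treated 24 h with compound at 37 °C, then lysed with luciferase reagent for 10 min at ambient before reading.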
# An asterisk follows results filed as active; ? = inconclusive; nt = not tested or not shown; [ ] = dose if it differs, or a comment. Unless noted, calls come from the whole dose curve; as a rule, active = well fitted curve in the direction sought with a large enough effect; inconclusive = small, poorly fitted or top-dose-only effect, or another doubt; inactive = no such curve, though single readings can be large; an effect the other way counts as inactive or inconclusive. An excerpt; rates above refer to the full screens.
SMILES,KCNH2 3.1 inh,FLuc modulator,RORgamma inh,Menin MLL FP TR,PKM2 activator,ELG1 DNA repair,Mito fusion yeast,MBNL1-CUG inh,VP16 counter,NPC1 promoter act,Rab9 promoter act
COc1ccc(NC(=O)N2CCN(S(=O)(=O)c3ccc(F)cc3)CC2)c(OC)c1,6,0%,-3%,nt,16%,-4%,-2%,-8%,2%,2%,-1%
COc1ccc(OC)c(S(=O)(=O)N2CCc3ccccc3C2)c1,1,0%,-7%,9%,1%[11.5 µM],-20%,0%,-17%,4%,-3%,2%
C/C(=N/OC(=O)c1ccc(Cl)cc1Cl)c1oc(C)nc1C,1,7.6µM*,-21%,nt,-2%,-5%,-3%,-10%,2%,-3%,7%
O=C(CSc1ncn[nH]1)N(C1CCCCC1)C1CCCCC1,-6,-4%,0%,-5%,5%,-23%,-1%,-6%,-11%,-4%,-9%
CCOc1ccc(C(=O)CN2CCN(S(=O)(=O)c3ccc(F)cc3)CC2)cc1,-14,4%,8%,nt,?,-7%,-7%,-15%,0%,-6%,0%
CCCCn1c(NCc2ccccc2O)nc2ccccc21,1,-22%,?,19%,4%,0%,0%,7%,23%,1%,1%
COC(=O)CCC(=O)OC1(C)C(=O)C=C2C=C(C3CC3)N(C(CO)CO)C=C2C1=O (stereo unspecified),6,2%,-25%,0%[11.7 µM],4%[11.5 µM],18%,1%,?,4%,3%,-1%
CCOC(=O)c1oc2ccccc2c1NC(=O)CN1CCOCC1,13,-2%,-6%,-26%,3%,nt,21%,8%,?,-8%,-10%
O=C(CSc1nncc2ccccc12)Nc1ccc(F)cc1,11,1%,31%,13%,18%,-9%,29%,-2%,0%,-3%,0%
CC(C)c1ccc(S(=O)(=O)N2CCN(C(=O)c3ccco3)CC2)cc1,0,-3%,?,?,?,?,2%,-1%,0%,-2%,0%
COc1ccc(CCNC2=NCCS2)cc1,3,0%,-23%,3%,-2%,17%,0%,-6%,-5%,8%,-3%
CC(C)(C)NC(=O)CSc1nc2ccccc2c(=O)[nH]1,5,?,-19%,nt,0%,?,-3%,3%,0%,27%,?
CC1(C)[C@H]2CC=C(CN3CCC(N4CCC(C(=O)N5CCCC5)CC4)CC3)[C@@H]1C2,-8,0%,19%,-12%,-1%,6%,-3%,6%,-10%,-5%,-13%
Fc1cc(F)cc(NC(=S)Nc2ccccc2N2CCOCC2)c1,2,1%,13µM*,175%[activator],1%,-10%,-1%,2%,4%[10 µM],-8%,0%
CC(OC(=O)c1cc2sccc2n1C)C(=O)NCCc1ccccc1 (stereo unspecified),-15,-6%,5%[10 µM],0%,-2%,?,12%,2%,2%,1%,-2%
CCOCCCNC(=O)CN1C(=O)c2ccccc2Sc2ncccc21,20,1%,0%,-8%,nt,?,-10%,-4%,15%,1%,2%
CCOC(=O)c1sc2ncc([N+](=O)[O-])cc2c1N,13,-2%,34%,nt,-3%,?,-5%,?,-5%,2%,-3%
COc1ccccc1N1CCN(C(=O)c2ccc3c(=O)n(Cc4ccc5c(c4)OCO5)c(=O)[nH]c3c2)CC1,17,-1%,?,19%,11%,?,-16%,-7%,-3%,-3%,-4%
O=C(O)c1ccc(S(=O)(=O)Nc2ccc(F)c(Cl)c2)cc1,2,10%,2%,3%,-1%,8%,0%,3%,-12%,-3%,-3%
Cc1ccc(C)c(NC(=O)c2cc([N+](=O)[O-])cc([N+](=O)[O-])c2)c1,3,1%,-26%,19%,-2%,-24%,-5%,?,-4%,-5%,-1%
CN(C)CCCN(C(=O)c1ccc(S(=O)(=O)N2CCOCC2)cc1)c1nc2cc3c(cc2s1)OCO3,7,-1%,19%,-23%,-1%,6%,-1%,-14%,-2%,-4%,0%
COc1ccc(S(=O)(=O)N2CCOCC2)cc1NC(=O)Cc1c(Cl)cccc1Cl,12,3%,12%,-6%,0%,6%,-2%,nt,5%,-1%,-5%
CC(=O)c1cnc2nc(SCc3cccc(C)c3)nn2c1C,-7,-16%,?,-12%,21%,23%,-2%,0%,21%,1%,11%
COc1cc(CC(NC(C)=O)C(=O)NC2CCN(C(=O)Nc3ccccc3C)CC2)cc(OC)c1 (stereo unspecified),-4,0%,-4%,nt,nt,-13%,-2%,-6%,-6%,1%,1%
CCOC(=S)SCC(=O)Nc1nc(C)c(C)s1,-5,-10%,13µM*,nt,-1%,-15%,-4%,-5%,?,-22%,-22%
COc1ccc(OC)c(NC(=O)CCCC(=O)NC2CCCCC2)c1,-5,-3%,-17%,10%,-2%,-2%,3%,-2%,-10%,1%,4%
Cc1cccc(C)c1NC(=O)COc1cccc(/C=N/NC(=O)C(=O)NCc2ccccc2)c1,7,0%,-4%,?,0%,4%,1%,-3%,-3%,-3%,1%
CC1(C)Cc2c(C#N)c(SCCOc3ccccc3)nc(N3CCOCC3)c2CO1,-85*,5%,-5%,27%,-4%,2.5µM*,?,4%,-18%,-9%,11%
Cc1ccc(O)c(NC(=O)c2ccc3c(c2)C(=O)N(Cc2ccco2)C3=O)c1,2,0%,16%,nt,-2%,-3%,3%,2%,-12%,1%,0%
Cc1nn(Cc2c(F)c(F)c(F)c(F)c2F)c(C)c1NC(=O)c1c(-c2ccccc2)nn(-c2ccccc2)c1C,-41,7%,-37%,-3%,5%,?,1%,-6%,-27%,-5%,-5%
COc1ccc(/C=N/NC(=S)Nc2ccccc2)cc1,-13,11µM*,7%,?,-16%,?,-19%,-5%,?,?,4µM*
c1ccc(-n2nnnc2SCCCSc2nc3ccccc3s2)cc1,18,3%,4%,11%,-3%,0%,3%,16%,15%,0%,-6%
Cc1cccc(OC(C)C(=O)Nc2nc(-c3ccncc3)cs2)c1 (stereo unspecified),-9,3%,nt,nt,nt,-9%,-3%,nt,nt,1%,-6%
O=C1C(=O)N(Cc2ccccc2)C(=O)N1CCN1C(=O)c2ccccc2C1=O,-3,3%,0%,2%,13%,13%,3%,24%,5%,0%,-3%
O=C(NC(=O)c1ccccc1)Nc1cccc(S(=O)(=O)N2CCCCC2)c1,0,-1%,-40%,-30%,0%,0%,-1%,-2%,4%,9%,1%
CCCSc1nc2c(cnn2-c2ccc(C)c(C)c2)c(=O)[nH]1,-123*,1%,-27%,0%,2%,15%,5%,-3%,-2%,-2%,-2%
CCN(CC)c1ccc(N=Cc2c(C)[nH]c3ccccc23)cc1,-21,?,-23%,?,4%,-25%,-4%,nt,?,8%,-2%
O=C(NCc1ccccc1)C1CCC(=O)N(CC2CCCCC2)C1 (stereo unspecified),-15,-7%,8%,nt,nt,12%,4%,2%,0%,0%,-1%
CCOc1ccccc1CNC(=O)CCCC(=O)n1nc(C)c2ccccc21,5,1%,-2%,-14%,0%,-7%,3%,-9%,2%,-3%,2%
CN(c1ccc(C(=O)Nc2ccccc2C(=O)N2CCCC2)cc1)S(C)(=O)=O,1,-1%,2%,-8%,-7%,nt,0%,-14%,-8%,nt,nt
CCN(CC)c1ccc(C(=O)OCC(=O)Nc2ccc3[nH]c(=O)[nH]c3c2)cc1,nt,19µM*,-20%,1%,0%,-11%,1%,-1%,2%,-1%,-4%
COc1cccc(C(=O)CC(=O)C(=O)Nc2cc(OC)ccc2OC)c1,3,2%,11µM*,-12%,nt,?,2%,1%,?,-2%,-1%
CCOC(=O)N1CCN(CC(O)COc2ccccc2C(C)C)CC1 (stereo unspecified),6,4%,2%,-28%,-4%,7%,2%,-8%,-3%,0%,1%
CCCC12CN3CC(C)(CN(C1)C31C(=O)Nc3ccc(C)cc31)C2=O (stereo unspecified),-8,6%,-8%,19%,2%,10%,1%,18%,3%,2%,-3%
O=[N+]([O-])c1cc(S(=O)(=O)N2CCCC2)ccc1N/N=C/c1ccccn1,4,2%,12%,2%,-8%,1%,-3%,?,-3%,-5%,-5%
CCC(=O)N(Cc1cc2ccc(C)cc2[nH]c1=O)c1ccccc1OC,-4,1%,5%,-22%,-1%,5%,1%,22%,-8%,2%,2%
COc1ccccc1C(=O)NCC(=O)Nc1ccccc1,2,?,19%,-12%,-5%,15%,-2%,2%,0%,0%,0%
CCCCCC(/C=N/Nc1ccc(S(=O)(=O)N2CCOCC2)cc1[N+](=O)[O-])=C\c1ccccc1,-5,3%,-2%,3%,0%,13%,-1%,2%,14%,4%,-4%
